# Assay outcomes (PubChem)
# CF NFkB inh = inhibitors of PAF-induced NF-kB signaling, primary screen, cell-based, GFP fluorescence, uHTS. AID 588850, 2011. KKLEB NF-kB-GFP reporter, GFP fluorescence overnight. inhibition, % at 5 µM. 360,000 compounds, 0.86% hits;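 active means at least 50% inhibition at 5 µM, scaled per plate between neutral and stimulator controls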;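 further: PAF is a Pseudomonas aeruginosa culture filtrate used as stimulus; plate controls were PAF-stimulated DMSO wells for no effect and unstimulated DMSO wells for full effect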
# LRH-1 inv ag = LRH-1 (NR5A2) inverse agonists, primary screen, cell-based, luminescence, HEK293T, StAR-luciferase reporter | LRH-1 transfected, 24 h | inhibition, % at 3.6 µM | 360,000 compounds, 0.13% hits;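 active means inhibition above the mean inhibition of all tested compounds plus 3 SD, cut at about 73% in these data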;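 further: 0% = DMSO wells and 100% = reporter-only cells lacking LRH-1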
# TWEAK Fn14 block = inhibitors of TWEAK-Fn14 signaling, primary screen, luciferase reporter cells, uHTS | 360,000 compounds, 2% hits | TWEAK-stimulated Fn14 reporter cells, luciferase luminescence, 8 h | inhibition, % at 10 µM; in the data active means inhibition above about 50%
# KKLEB tox = cytotoxicity in KKLEB CF airway cells, primary screen, cytotoxicity control for CF NF-kB inhibitor project, cell-based, uHTS, fluorescence assay plates | activity change (cytotoxicity), % at 5 µM | 360,000 compounds, 0.36% hits | KKLEB CF airway cells viability, ATPlite luminescence, overnight; active compounds read low; cells stimulated with P. aeruginosa culture filtrate;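 active means corrected activity change at or below -50% at 5 µM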
# NCOA2 inhibitor = inhibition of GAL4-SRC2 driven luciferase reporter, primary screen, SRC2 inhibitor project, cell-based, luminescence | inhibition, % at 9 µM | 370,000 compounds, 0.17% hits | HEK293 GAL4-SRC2 luciferase reporter | AID 651957, 2012;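 active means inhibition above the mean inhibition of all tested compounds plus 3 SD, set per campaign, cut at about 52% in these data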;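 further: 0% = DMSO treated cells and 100% = cells given Gossypol at 36 µM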
# EBV LMP1 NFkB = EBV LMP1-driven NF-kappaB luciferase reporter inhibitors, primary screen, cell-based, luminescence, single point; LMP1-induced NF-kappaB luciferase reporter cells; inhibition, % at 12.5 µM; 350,000 compounds, 0.69% hits; AID 504558, 2011; in the data active means inhibition above about 41%;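 further: 0% = neutral control wells and 100% = reference inhibitor control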
# NCOA3 inh = SRC3 coactivator transcriptional activity inhibitors, primary screen, cell-based, luminescence; Nuclear receptor coactivator 3 (Homo sapiens), Q9Y6Q9; HEK293 GAL4-SRC3 luciferase reporter; inhibition, % at 3.6 µM; 360,000 compounds, 0.17% hits; AID 588352, 2011;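 active means inhibition above a per-campaign cutoff, the mean of all compounds plus 3 SD, cut at about 60% in these data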;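 further: 0% = DMSO-treated cells and 100% = gossypol-treated cells at 36 µM; higher means less SRC3-driven luciferase light from the GAL4 reporter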
# Target sequence (Q9Y6Q9 whole entry, looked up, the tested form may be a part): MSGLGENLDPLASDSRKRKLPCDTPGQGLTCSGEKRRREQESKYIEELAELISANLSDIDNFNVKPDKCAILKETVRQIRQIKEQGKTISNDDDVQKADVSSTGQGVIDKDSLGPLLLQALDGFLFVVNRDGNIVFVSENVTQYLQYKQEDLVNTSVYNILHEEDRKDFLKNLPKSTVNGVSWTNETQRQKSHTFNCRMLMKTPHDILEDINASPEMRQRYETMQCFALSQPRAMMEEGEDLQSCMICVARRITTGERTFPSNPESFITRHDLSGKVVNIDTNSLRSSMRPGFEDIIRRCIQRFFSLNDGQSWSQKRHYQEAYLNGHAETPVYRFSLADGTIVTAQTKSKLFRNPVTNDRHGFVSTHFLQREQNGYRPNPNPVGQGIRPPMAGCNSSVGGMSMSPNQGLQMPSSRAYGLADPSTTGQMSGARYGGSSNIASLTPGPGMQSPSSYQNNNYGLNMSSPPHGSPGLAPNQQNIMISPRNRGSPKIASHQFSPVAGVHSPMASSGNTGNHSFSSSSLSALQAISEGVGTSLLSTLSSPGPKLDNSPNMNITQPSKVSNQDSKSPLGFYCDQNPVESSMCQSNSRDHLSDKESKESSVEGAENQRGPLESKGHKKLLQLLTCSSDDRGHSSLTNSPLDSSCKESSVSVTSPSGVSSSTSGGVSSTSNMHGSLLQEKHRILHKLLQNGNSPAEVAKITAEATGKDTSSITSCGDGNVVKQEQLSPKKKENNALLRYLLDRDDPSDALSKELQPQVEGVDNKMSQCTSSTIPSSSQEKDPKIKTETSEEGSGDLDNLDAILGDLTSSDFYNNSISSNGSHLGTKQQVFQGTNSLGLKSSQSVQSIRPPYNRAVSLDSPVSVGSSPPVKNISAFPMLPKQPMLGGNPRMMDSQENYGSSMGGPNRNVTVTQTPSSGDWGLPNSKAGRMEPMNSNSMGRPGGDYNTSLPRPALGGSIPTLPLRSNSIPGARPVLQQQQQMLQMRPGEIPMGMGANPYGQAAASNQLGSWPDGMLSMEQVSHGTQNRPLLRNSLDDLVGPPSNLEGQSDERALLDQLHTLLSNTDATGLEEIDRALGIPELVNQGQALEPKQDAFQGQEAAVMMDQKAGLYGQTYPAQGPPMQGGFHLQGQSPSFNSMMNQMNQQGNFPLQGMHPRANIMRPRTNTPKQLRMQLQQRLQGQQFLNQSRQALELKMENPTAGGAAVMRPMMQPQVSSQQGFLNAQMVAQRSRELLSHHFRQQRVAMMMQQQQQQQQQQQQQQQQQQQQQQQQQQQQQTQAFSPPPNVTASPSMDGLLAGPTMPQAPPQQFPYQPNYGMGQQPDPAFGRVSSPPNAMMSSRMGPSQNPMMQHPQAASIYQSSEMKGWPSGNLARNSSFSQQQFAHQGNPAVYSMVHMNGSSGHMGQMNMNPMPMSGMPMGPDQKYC
# NCOA1 inh = SRC1 coactivator transcriptional activity inhibitors, primary screen, cell-based, luminescence | Nuclear receptor coactivator 1 (Homo sapiens), Q15788 | HEK293 GAL4-SRC1 luciferase reporter | inhibition, % at 3.6 µM | 360,000 compounds, 0.12% hits | AID 588354, 2011;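 active means inhibition above the campaign mean plus 3 SD, with each screening campaign given its own cutoff, cut at about 60% in these data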;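 further: 0% = DMSO treated cells and 100% = gossypol at 36 µM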
# COUP-TFII inh = NR2F2 transcriptional activity inhibitors, primary screen, cell-based, luciferase reporter, HEK293T, luminescence; HEK293T NGFI-A luciferase reporter; COUP transcription factor 2 (Homo sapiens), P24468; 370,000 compounds, 0.7% hits; inhibition, % at 8.6 µM;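 active means inhibition above a per-plate cutoff, mean inhibition of test wells between control levels plus 3 SD, cut at about 38% in these data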;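 further: cells cotransfected with COUP-TFII expression vector driving the NGFI-A reporter; 0% = median of COUP-TF2 test wells and 100% = reporter-only cells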
# TROY signal inh = inhibitors of TROY-driven NF-kB signaling, primary screen, Q293 LMP1-TROYcd cells, NF-kB luciferase, uHTS; inhibition, % at 10 µM; AID 1347056, 2019; Q293 LMP1-TROYcd NF-kB luciferase reporter, 4 h; 360,000 compounds, 0.98% hits;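 active means compounds whose plate-normalised and pattern-corrected inhibition of the luciferase reporter signal at the single screening dose is 50% or more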
# C8 TRAIL sens = viability loss with TRAIL in NB7+C8 cells, primary screen, TRAIL sensitizer project, cell-based, ATPlite luminescence. inhibition (viability loss, TRAIL sensitization), % at 10 µM. 360,000 compounds, 1% hits. AID 624354, 2012;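 active means compounds causing at least 50% loss of cell viability in the single-dose screen, relative to plate controls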
# The depositor's hits bear a star; x = not tested or not shown; & = joins results of further samples. This is a random part of the collection; overall some 4.2% were active at least once.
SMILES,CF NFkB inh,LRH-1 inv ag,TWEAK Fn14 block,KKLEB tox,NCOA2 inhibitor,EBV LMP1 NFkB,NCOA3 inh,NCOA1 inh,COUP-TFII inh,TROY signal inh,C8 TRAIL sens
Cc1ccc(N2C(=O)C(Cl)=C(N3CCCCCC3)C2=O)c(C)c1,0,-3,-1,-7,11,2,11,-6,-5,-8,-13
Cc1nnc(SCC(=O)c2ccc(Cl)cc2)s1,12,-3,3,2,-49,0,0,-17,-12,-50,1
COc1cccc(S(=O)(=O)N(C)C[C@H]2OCc3cnnn3CCCC(=O)N([C@@H](C)CO)C[C@H]2C)c1,11,14,3,13,14,5,-19,8,-9,-9,-2
NS(=O)(=O)c1ccc(NC(=O)COC(=O)CCc2nc3ccccc3c(=O)[nH]2)cc1,-37,-2,-10,13,14,1,14,-9,-4,-2,1
O=C(N=Nc1c(O)[nH]c2ccccc12)c1cccs1,-7,-88,16,-19,-44,-26,-76,-99,-51,-32,62*
CCN(CC)CCC=C(c1cccs1)c1cccs1,-10,-19,4,7,-3,1,-2,5,4,-11,-5
COc1ccc(/C(O)=C2/C(=O)C(=O)N(CCCN3CCOCC3)C2c2ccc(C(C)C)cc2)cc1 (centres undefined),-2,-1,-7,10,12,2,-5,-2,-11,19,-9
COC(=O)Nc1ccc(S(=O)(=O)N2CCCc3cccc(O)c32)cc1,25,13,10,-29,-7,-4,-2,5,-7,21,-35
CC(=O)c1cccc(NC(=O)C2Cc3c(-c4cccc(C(C)=O)c4)ccnc3O2)c1 (centres undefined),-94,3,48,13,-21,x,7,16,48*,35,13
CC1(C)CC(=O)C(Sc2ccc(Br)cc2)=C(O)C1,6,-8,-1,-1,9,10,18,5,9,6,-16
Cc1ccc(S(=O)(=O)N2CCC(C(=O)N[C@@H](C)C(=O)Nc3ccc4c(c3)OCO4)CC2)cc1,-20,3,-12,-5,-17,2,-5,-30,1,-14,-7
O=C(O)CCCC(=O)Nc1ccccc1SCCS(=O)(=O)c1ccc(Cl)cc1,-14,-14,10,-20,8,4,13,1,3,7,-13
COc1ccc(C(C(=O)NC2CCCCC2)N(C(=O)c2ccccn2)c2cccnc2)c(OC)c1 (centres undefined),11,-17,30,-1,-4,-3,6,-16,23,2,9
COc1ccc(C2NC(=S)N3C(c4ccc(OC)cc4)NC(=S)N23)cc1 (centres undefined),6,0,-3,3,-1,-4,-24,-24,-14,-49,-23
Cc1cc(C)c(NC(=S)NCCO)c(C)c1,-8,-18,6,7,-39,21,17,-15,11,4,-4
O=C(Cn1cc([N+](=O)[O-])cn1)Nc1ccn(Cc2c(F)c(F)c(F)c(F)c2F)n1,-7,-10,-5,-10,7,1,8,-8,13,-20,7
COC(=O)C1N[C@@H]([C@@H](NC(=O)COc2ccccc2)C(=O)NCc2ccc(OC)cc2)SC1(C)C (some centres undefined),-46,-20,5,-4,-15,4,-22,-1,1,5,-8
COc1cc(C2c3c(oc4cc(C)c(C)cc4c3=O)C(=O)N2c2cc(C)ccn2)ccc1O (centres undefined),15,6,5,-6,8,-1,-2,1,-5,5,1
COc1ccc(Cc2n[nH]c(=S)n2NC(=O)Nc2ccc(Cl)c(Cl)c2)cc1,20,4,-25,-13,4,-11,6,11,5,28,9
CCC(=O)Nc1ccc2nc(SCC(=O)N3CCCC3)sc2c1,-5,-7,-14,-7,x,-2,-12,-19,x,-24,0
CC(=O)c1ccc(NC(=O)Nc2cccc(Cl)c2)cc1,-1,-119,7,1,-72,-10,-78,-114,-33,7,31
O=C(C(Cc1ccccc1)n1cccc1)N1CCc2ccccc21 (centres undefined),-36,1,13,-5,-46,-4,16,16,7,1,18
Cc1cc(C)c(C#N)c(N2CCN(S(=O)(=O)Cc3ccccc3)CC2)n1,-4,3,-14,-9,-10,-7,-14,-6,-28,12,-17
COc1ccc(-n2nc(C(=O)NCC(=O)NCC3COc4ccccc4O3)c3ccccc3c2=O)c(OC)c1 (centres undefined),4,4,39,11,1,-25,-9,-5,3,-4,-15
Cc1ccc(NC(=O)C2CC(=O)N(c3ccccc3Cl)C2)cc1S(=O)(=O)N1CCOCC1 (centres undefined),8,9,7,-5,4,-5,-33,0,5,7,1
Cc1cnc(NC(=O)c2ccc3c(c2)C(=O)N(Cc2ccco2)C3=O)s1,24,13,6,5,-6,-1,10,-26,5,17,-6
O=C1CCN(CCc2ccccc2)CCN1CCO,24,-15,-9,-5,-16,-13,-23,2,0,-16,1
COc1ccccc1NC(=O)c1ccc(NC(=O)COC(=O)C2CCCCC2)cc1,12,14,-3,-5,3,-1,12,-18,6,-4,-1
CCc1cccc(C)c1NC(=O)COC(=O)c1ccc2c(c1)S(=O)(=O)c1ccccc1C2=O,-6,16,-23,-6,12,-2,32,12,-14,-12,-3
COCCN(C(=O)CCC(=O)Nc1nccs1)C(C(=O)NCCC(C)C)c1ccc(F)cc1 (centres undefined),-17,21,4,5,1,4,9,4,-16,-9,28
O=C(COc1ccc(Br)cc1)OCc1nnc(-c2ccccc2)o1,-8,6,4,-11,-16,-14,-22,-12,8,-10,-6
Cc1cccc(NC(=S)N/C(=N/S(=O)(=O)c2ccccc2)c2ccccc2)c1,-16&12,-74&-67,15&-29,-1&-6,-39&-57,-14&-26,-84&-58,-65&-86,-45&-30,-59&-50,6&-5
O=c1c(Cc2ccc(F)cc2)c(O)ccn1Cc1ccco1,10,-8,15,1,6,0,11,4,5,-21,-6
O=C(CCN1C(=O)S/C(=C/c2ccccc2)C1=O)Nc1ccc(O)c(C(=O)O)c1,6,26,-19,-16,-31,1,-7,-1,-9,8,-6
Cn1c(=O)c2c(nc(SCCCO)n2Cc2ccccc2Cl)n(C)c1=O,9,11,-21,-2,0,1,11,-5,7,9,-17
Cc1ccc(C(O)(CCN2CCCCC2)c2ccccc2)cc1 (centres undefined),6,9,-3,6,-10,-6,-3,8,12,3,4
COc1ccc(CNC(=O)C2CC(c3cccc([N+](=O)[O-])c3)=NO2)cc1 (centres undefined),8,-14,2,-23,-55,-10,-36,-24,-17,-32,-2
N#Cc1cccc(NC(=O)c2cc(C3CCCCN3S(=O)(=O)c3ccccc3)on2)c1 (centres undefined),-29,19,8,0,2,x,10,4,28,15,-8
O=C(NCCCN1CCOCC1)C(=O)N/N=C/c1c2ccccc2cc2ccccc12,-15,16,-14,-5,7,12,32,-4,1,-5,-12
O=C1c2ccccc2C(=O)N1CCOc1ccccc1Cl,-15,-101,-20,-2,-31,-27,-62,-56,-48,-49,-32
c1ccc2c(C(c3nnnn3-c3ccc4c(c3)OCCO4)N3CCCCC3)ccnc2c1 (centres undefined),x,-33,19,x,-43,x,x,x,-2,-18,-3
c1cncc(Cc2cc3ccccc3[nH]2)c1,-17,-6,12,9,-12,-9,-2,-18,-18,-17,8
C=CC(=O)Nc1cccc(CN2C(=O)N(c3cc(OC)cc(OC)c3)Cc3cnc(NCCCCN(CC)CC)nc32)c1,5,x,-37,-18,x,15,x,x,x,-6,-11
CCCCCCSc1nc(O)c(C2OC(=O)c3c2ccc(OC)c3OC)c(=O)n1-c1ccccc1 (centres undefined),-2,-6,45,5,-3,4,9,-24,-11,11,3
CCOC(=O)Cc1csc(NC(=O)Cc2ccc(Cl)cc2)n1,-4,-1,13,7,4,21,11,7,-3,16,-9
Cc1ccc(CN2CCN(Cc3ccc(-n4cccn4)cc3C)CC2CCO)cc1 (centres undefined),-1,13,-27,6,29,3,16,3,-21,4,4
O=C(O)CCc1ccc(-c2ccc(Cl)cc2)n1NC(=O)c1ccc(O)cc1,9,3,-3,7,3,-3,-21,-7,-2,5,-2
O=c1[nH]c(CN2CCCCC2)nc2ccccc12,2,-6,33,2,-39,5,-3,8,-6,-9,-16
Cc1ccc2cc(CN(Cc3nnnn3Cc3ccco3)CC3CCCO3)c(=O)[nH]c2c1C (centres undefined),-4,-10,19,4,-36,2,-16,-33,-2,x,3
Cc1cc(S(=O)(=O)n2[nH]c(=O)c(CCO)c2C)c(Cl)cc1Cl,-13,17,13,0,8,-3,7,2,-6,16,-4
CCCCOC(=O)NC(NCC(O)c1ccccc1)(C(F)(F)F)C(F)(F)F (centres undefined),16,16,7,-7,1,29,5,3,-4,7,-17
CNC(=O)c1ccc2snnc2c1,-2,1,3,5,8,2,15,0,6,-7,1
CC1(C)OC(=O)N(CC(=O)Nc2cccc(C(F)(F)F)c2)C1(C)O (centres undefined),8,10,10,-1,-16,5,18,3,25,8,-7
CCOc1cccc(-c2c(C(=O)N/N=C(\C)c3ccncc3)nnn2-c2nonc2N)c1,-3,7,1,5,-3,4,10,-7,-8,-17,-13
CC[C@H]1C/C=C\Cc2ccccc2[C@@H](C(=O)C[C@@H](O)CC(C)=O)OC1=O,42,12,2,-12,6,-6,-2,8,7,-15,-17
Cn1cccc1C(=S)N=P(C1CCCCC1)(N1CCOCC1)N1CCOCC1,4,20,-2,-4,-9,2,14,-41,15,5,8
Oc1ccc2ccccc2c1C=Nc1ccc(Cl)cn1,16,1,12,-8,-31,-5,5,-22,-5,9,-4
CCOc1ccc(CN2CCN(Cc3cccc4nonc34)CC2CCO)cc1 (centres undefined),-7,-7,-4,-6,-9,15,-2,8,0,-8,7
O=C(NCC12CC3CC(CC(C3)C1)C2)c1nc2ncccn2n1,15,-25,-9,-11,16,5,-2,9,8,5,6
CCc1cccc(CC)c1-n1c(SCC(=O)c2c(N)n(C)c(=O)n(C)c2=O)nnc1-c1cccnc1,-30,-5,2,-3,-8,-19,11,-7,7,9,0
CCCC(=O)Nc1nc(C)c(-c2csc(Nc3ccc(Cl)cc3)n2)s1,34,18,-10,-4,6,2,-28,-43,12,-21,31
CC1Cc2nc(SCC(=O)N3CCCC3)n(C)c(=O)c2S1 (centres undefined),10,0,-15,-5,7,-8,10,7,9,-3,-2
O=C(COc1cc2oc(=O)cc(-c3ccccc3)c2cc1Cl)NC(Cc1c[nH]c2ccc(O)cc12)C(=O)O (centres undefined),14,5,19,2,-11,2,2,7,-9,-13,-9

# An excerpt from above in order of molar mass, lowest first:
SMILES,CF NFkB inh,LRH-1 inv ag,TWEAK Fn14 block,KKLEB tox,NCOA2 inhibitor,EBV LMP1 NFkB,NCOA3 inh,NCOA1 inh,COUP-TFII inh,TROY signal inh,C8 TRAIL sens
CC1(C)OC(=O)N(CC(=O)Nc2cccc(C(F)(F)F)c2)C1(C)O (centres undefined),8,10,10,-1,-16,5,18,3,25,8,-7
Cc1ccc(CN2CCN(Cc3ccc(-n4cccn4)cc3C)CC2CCO)cc1 (centres undefined),-1,13,-27,6,29,3,16,3,-21,4,4
CCc1cccc(CC)c1-n1c(SCC(=O)c2c(N)n(C)c(=O)n(C)c2=O)nnc1-c1cccnc1,-30,-5,2,-3,-8,-19,11,-7,7,9,0
